Assay outcomes as filed in PubChem BioAssay.
tim23-1 inh: growth inhibitors of tim23-1 mutant yeast. inhibition, % at 20 µM. S. cerevisiae tim23-1 growth, BacTiter-Glo luminescence, 24 h. actives 1.3% (n = 330,000);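 active means growth inhibition of the mutant yeast at or above 50%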;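 further: temperature-sensitive mutant grown at 25 °C; plate controls were DMSO-treated mutant yeast for no effect and medium wells lacking yeast for full effect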
NR3A LBD binder: NR3A (human) ligand-binding domain modulation; NR3A LBD differential scanning fluorimetry, Tm shift; 0% = protein alone, 100% = glycine-bound protein; actives 2.5% (n = 340,000); Tm shift relative to glycine control, % at 25 µM; AID 1259313;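 active means melting temperature shift of at least 10% of the positive control shift, at one fixed dose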
APJ ag: activates the human apelin receptor APJ. activation, % at 20 µM. actives 0.11% (n = 330,000). P35414. CHO-K1 APJ PathHunter beta-arrestin, luminescence; 0% DMSO wells, 100% apelin;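 active means activation more than six SD over the plate average, tested at 20 µM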;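 further: 0% = DMSO alone and 100% = apelin-13 at 10 nM; some results filed as inactive read as strong as hits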
Target sequence (P35414 whole entry, looked up): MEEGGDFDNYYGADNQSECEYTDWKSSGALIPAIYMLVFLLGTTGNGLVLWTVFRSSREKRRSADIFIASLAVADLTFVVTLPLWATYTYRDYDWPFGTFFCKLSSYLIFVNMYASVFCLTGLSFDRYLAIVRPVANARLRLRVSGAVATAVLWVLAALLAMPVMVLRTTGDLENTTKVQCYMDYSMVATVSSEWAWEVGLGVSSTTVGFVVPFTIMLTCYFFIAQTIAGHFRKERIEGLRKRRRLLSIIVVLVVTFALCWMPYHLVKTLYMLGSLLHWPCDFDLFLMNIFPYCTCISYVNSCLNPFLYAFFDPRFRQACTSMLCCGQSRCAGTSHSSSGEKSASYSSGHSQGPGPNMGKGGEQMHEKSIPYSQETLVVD
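Incubation: overnight seeding, 90 min compound at 25 °C, 1 h detection; test system: PathHunter CHO-K1 APJ (AGTRL-1) beta-arrestin reporter cells; amount: 1000 cells/well; doses: one dose, 20 µM compound, 1% DMSO; measured by: beta-gal luminescence; measure: agonist-driven arrestin binding to APJ; benchmarks: negative DMSO alone, positive Apelin-13 at 10 nM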
MPTP block: blocks calcium-induced mitochondrial swelling; isolated mouse mitochondria, Ca2+ swelling absorbance, 30 min; inhibition, % at 10 µM; actives 1.4% (n = 360,000); AID 602449;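 active means inhibition of 50% or more, scaled per plate between neutral and stimulator controls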;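 further: 0% = DMSO wells given calcium and 100% = 1 mM EGTA wells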
NALP3 yeast inh: inhibitors of NALP3 inflammasome in yeast; Yeast reconstituted NLRP3/ASC/caspase-1, beta-gal luminescence, 24 h; inhibition, % at 10 µM; actives 0.39% (n = 330,000); AID 2825;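 active means inhibition of 50% or more; inactive means inhibition below 50%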;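 further: plate controls were induced DMSO wells for no effect and uninduced yeast grown without galactose for full effect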
MIN6 prolif: MIN6 beta-cell proliferation induction. MIN6 cells proliferation, ATPlite luminescence, 48 h; cells starved in 0.2% serum; 100% = growth in 10% serum. proliferation, % at 10 µM. actives 0.29% (n = 330,000). AID 2380;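 active means compounds whose signal lies at least 3.5 SD above the mean of all wells on their plate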;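 further: 0% = DMSO-treated cells in low-serum medium and 100% = 10% serum control; some compounds called inactive have numbers as strong as hits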
APJ antagonist: antagonists of human APJ apelin receptor; actives 0.32% (n = 330,000); P35414; inhibition, % at 20 µM; CHO-K1 APJ beta-arrestin complementation, luminescence;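 active means inhibition above about 40% at 20 µM, limit read from the data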;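 further: cells challenged with 10 nM apelin-13 agonist together with compound; plate controls were apelin-13 plus DMSO wells for no effect and DMSO wells lacking apelin-13 for full effect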
TIM10 inh: TIM10 yeast growth inhibition; S. cerevisiae TIM10 strain growth, BacTiter-Glo luminescence, 24 h; inhibition, % at 10 µM; actives 1.4% (n = 330,000);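 active means inhibition of 40% or more at the single tested concentration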;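 further: wild-type TIM10 isogenic control strain grown at permissive 25 °C; 0% = DMSO yeast wells and 100% = minimal medium wells without yeast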
tim10-1 inh: inhibits growth of tim10-1 mutant yeast. actives 2.2% (n = 330,000). inhibition, % at 20 µM. S. cerevisiae tim10-1 ts strain growth, BacTiter-Glo, 24 h;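 active means inhibition of at least 40%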;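 further: mutant grown at 25 °C; 0% = DMSO wells with yeast and 100% = wells holding no yeast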
The depositor's hits bear a star; . = not tested or not shown.

SMILES	tim23-1 inh	NR3A LBD binder	APJ ag	MPTP block	NALP3 yeast inh	MIN6 prolif	APJ antagonist	TIM10 inh	tim10-1 inh
CCOc1ccccc1NC(=O)CCNC(=O)Cn1ccc2ccccc2c1=O	0.6	-2.2	3.0	0.5	3.6	0.0	5.6	1.6	-7.9
CCCc1nc2ccccc2c(=O)n1CC(=O)c1ccc(OC)cc1	-3.3	-3.6	-4.4	0.0	-7.7	-2.2	-1.9	-6.1	9.7
COCCn1c(SCC(=O)NCCc2ccccc2)nc2c([nH]c3ccccc32)c1=O	4.8	0.3	4.0	2.1	0.3	0.1	4.1	-4.6	3.9
O=C(COC(=O)c1ccccn1)NNC(=O)c1ccc([N+](=O)[O-])cc1	-15.6	-1.9	0.6	0.4	31.0	-1.6	-14.4	-6.9	-13.9
CCOC(=O)Cn1cnc2c(nnn2-c2ccc(OC)cc2)c1=O	12.5	1.3	-0.1	-2.0	10.5	-0.3	10.1	7.6	2.6
Cc1c(C)c2c(OCC(=O)N[C@@H](CC(C)C)C(=O)O)cc3c(c2oc1=O)CCC(C)(C)O3	16.0	4.9	-1.9	1.2	-1.7	1.7	-19.3	-5.8	8.0
O=C(O)CSc1nnc(CNc2ccccc2Cl)n1-c1ccccc1	4.0	-1.4	-0.7	0.3	6.7	-1.9	8.2	1.4	10.7
Cn1cc(C(=O)C(=O)N2CCc3ccccc32)c2ccccc21	19.0	4.6	-2.9	-1.1	14.7	1.0	-3.1	21.0	26.6
CC(NC(=O)CCC(=O)NCc1ccc(F)cc1)c1ccccc1 (stereo not given)	2.4	-0.9	-2.7	0.6	20.6	-2.9	-9.3	-2.1	-14.1
CCCCOc1ccc(C(=O)NCC(=O)NNC(=O)c2ccco2)cc1	-4.8	1.1	-1.2	-1.8	2.9	-2.6	4.4	-1.4	-10.3
CN(C)c1ccc(C(C(=O)NC2CCCCC2)N(Cc2ccco2)C(=O)c2snc(C(N)=O)c2N)cc1 (stereo not given)	24.0	0.3	-1.7	-2.0	0.4	-2.9	6.2	12.2	23.5
COc1ccc(/C=N/Nc2nc3ccccc3[nH]2)c(OC)c1OC	32.7	1.2	7.5	0.9	15.4	-3.8	-0.7	13.5	12.6
CC1CN(C(=O)COC(=O)c2ccc(S(=O)(=O)N(C)C)cc2)CC(C)O1 (stereo not given)	10.7	1.6	2.7	0.1	9.5	0.0	12.6	2.0	3.0
CC1CCN(Cc2c(C(=O)N/N=C/c3cccc(C(F)(F)F)c3)nnn2-c2nonc2N)CC1	21.2	16.0*	-4.2	4.0	16.8	-3.9	6.0	16.9	24.5
Cn1c(=O)[nH]c(=O)c2c1nc(NC1CCCC1)n2Cc1ccccc1	10.6	0.2	-4.5	0.2	16.4	-0.4	16.6	3.3	11.2

The closing 2 entries of the section before are carried over, then new ones follow.
SMILES	tim23-1 inh	NR3A LBD binder	APJ ag	MPTP block	NALP3 yeast inh	MIN6 prolif	APJ antagonist	TIM10 inh	tim10-1 inh
CC1CCN(Cc2c(C(=O)N/N=C/c3cccc(C(F)(F)F)c3)nnn2-c2nonc2N)CC1	21.2	16.0*	-4.2	4.0	16.8	-3.9	6.0	16.9	24.5
Cn1c(=O)[nH]c(=O)c2c1nc(NC1CCCC1)n2Cc1ccccc1	10.6	0.2	-4.5	0.2	16.4	-0.4	16.6	3.3	11.2
O=C(CC1S/C(=N/N=C/c2cccs2)NC1=O)Nc1ccccc1F (stereo not given)	-26.4	1.3	-4.3	-2.1	24.4	-1.6	6.1	-10.6	0.2
CCc1ccc(N(CC(=O)NCc2ccc3c(c2)OCO3)C(=O)c2csnn2)cc1	3.4	1.9	-2.5	2.2	13.6	-0.3	-4.2	7.7	-5.3
COC(=O)NC(=S)Nc1ccc(Oc2ccc(Cl)cc2)c(Cl)c1	-4.3	-3.8	-8.0	2.8	18.0	-2.7	17.8	-9.5	-2.5
COc1ccc(S(=O)(=O)N2CCCCCC2)cc1C(=O)Nc1ccc(C(=O)N(C)C)cc1	-4.6	-0.9	-3.5	-0.1	17.7	3.5	-40.1	7.2	-7.3
Cc1cccc(OCC(=O)Nc2ccncc2)c1C	1.4	-0.2	0.2	82.1*	13.4	-5.5	2.1	4.5	-3.4
CC(=O)Nc1ccc(S(=O)(=O)Nc2nccc(C)n2)cc1	-0.4	2.0	-1.7	-0.6	2.1	-3.0	-11.8	-1.5	-4.6
CC(Oc1cccc(Cl)c1)c1ccnc2nc(/N=C/N(C)C)nn12 (stereo not given)	-0.6	-0.9	-2.1	-1.7	1.8	-3.2	16.6	1.7	5.6
COc1ccc(N2CCN(C(=O)c3ccc(-n4nc(C)cc4C)cc3)CC2)cc1	13.8	2.0	-2.3	2.5	12.3	2.4	-11.3	14.0	31.3
COc1cc(/C=N/O)ccc1OCc1ccc([N+](=O)[O-])cc1	13.7	1.3	1.4	-0.5	23.8	0.0	-4.0	0.1	15.0
CC1c2[nH]c3ccccc3c2C[C@H]2C(=O)N(CCCN(C)C)CC(=O)N12 (stereo not given in full)	3.9	-0.3	-3.9	-0.9	2.2	-1.7	9.7	4.8	-14.1
CSCCC(NS(=O)(=O)c1ccccc1F)C(=O)NCC(c1ccco1)N(C)C (stereo not given)	9.2	-3.2	-2.8	-0.6	8.5	3.1	2.1	-3.0	5.8
O=C(CN(Cc1ccccc1)C(=O)CCC(=O)Nc1ccccn1)NCCc1ccccc1	9.2	-3.1	1.4	-0.5	32.5	1.3	4.4	0.5	3.8
Cn1cc(/C=C/c2nc3ccccc3c(=O)n2-c2cccc([N+](=O)[O-])c2)c2ccccc21	10.5	3.1	-0.9	2.8	-1.6	1.8	-7.8	5.8	9.4
CCN(CC)Cc1ccc(NC(=O)c2sc3cc(Cl)ccc3c2Cl)cc1	18.6	0.2	-1.2	-1.7	27.9	-6.5	2.9	44.0*	17.7
COc1cccc(-c2noc(CCC(=O)Nc3cccnc3)n2)c1	4.0	1.4	-1.0	0.9	5.9	1.7	4.3	5.0	8.8

By substructure: those above containing a thiophene ring, fused or not
SMILES	tim23-1 inh	NR3A LBD binder	APJ ag	MPTP block	NALP3 yeast inh	MIN6 prolif	APJ antagonist	TIM10 inh	tim10-1 inh
O=C(CC1S/C(=N/N=C/c2cccs2)NC1=O)Nc1ccccc1F (stereo not given)	-26.4	1.3	-4.3	-2.1	24.4	-1.6	6.1	-10.6	0.2
CCN(CC)Cc1ccc(NC(=O)c2sc3cc(Cl)ccc3c2Cl)cc1	18.6	0.2	-1.2	-1.7	27.9	-6.5	2.9	44.0*	17.7

(continued)
SMILES	tim23-1 inh	NR3A LBD binder	APJ ag	MPTP block	NALP3 yeast inh	MIN6 prolif	APJ antagonist	TIM10 inh	tim10-1 inh
COc1ccc(N2CCN(C(=O)COC(=O)CNC(=O)c3ccc(C)cc3)CC2)cc1	-6.5	-0.6	-3.6	-1.2	27.8	-0.4	2.7	-1.4	-4.6
COCCn1c(=O)sc2ccccc2c1=O	6.7	-0.6	-3.9	-1.7	-7.5	-5.0	13.5	-3.8	14.4
Cc1ccccc1NC(=S)NC(=O)c1cncc(Br)c1	34.4	-0.9	-5.8	1.6	21.4	0.0	24.2	12.5	31.0
CCn1ncc(C(=O)Nc2cccc(Cl)c2)c1C	17.7	1.9	-0.3	0.2	8.1	-0.6	5.5	11.5	26.7
COc1cccc(/C=N/NC(=O)CCn2c3ccccc3c3ccccc32)c1	6.7	.	0.7	7.0	2.5	-3.4	-9.4	9.5	5.5
COc1ccc2ccccc2c1CNC(=O)CC1C(=O)NCCN1CC(C)(C)C (stereo not given)	7.4	-1.2	1.0	1.9	-8.9	-0.1	-1.1	-3.1	6.5
COc1ccc(NC(=S)NC(=O)/C=C/c2ccccc2)cc1	22.1	-7.7	7.2	-0.2	26.7	-4.7	-32.5	1.1	22.7
COc1ccc(OC)c(S(=O)(=O)N2C(C)CCCC2C)c1 (stereo not given)	30.2	-2.7	-0.3	-0.8	13.8	-1.0	-2.6	13.1	42.5*
COc1cccc(NC(=O)CN(C)CC(=O)NCC(=O)Nc2ccc(F)cc2)c1	19.8	18.8*	0.9	0.2	7.1	-2.3	-8.4	5.8	11.8
CCOCCCN(C)C1CCN(C(=O)c2oc3ccccc3c2NC(=O)c2ccc([N+](=O)[O-])cc2)CC1	-8.3	-0.2	-0.5	0.1	23.9	-5.6	-3.5	0.1	18.2
CCn1c(CNC(=O)c2cccc(C)c2)nnc1SCC(=O)N1CCOCC1	3.1	3.1	10.2	0.5	16.1	-1.6	4.9	3.2	6.6
COc1cc(C)c(Cl)c(C)c1S(=O)(=O)NCc1ccc2c(c1)OCO2	7.5	1.8	2.8	-4.6	6.8	3.9	-10.4	7.1	15.9
CN(Cc1ccccc1)CC(O)COc1ccc(CNCCc2cccnc2)cc1 (stereo not given)	-9.0	0.3	-3.6	0.4	13.4	-1.2	4.6	-52.3	-42.9
Cc1cc(C)n(CCOc2ccc(Cl)cc2Cl)n1	17.1	1.1	-1.0	1.4	12.8	-2.4	11.9	34.9	36.7
CCOC(=O)/C=C1\NC(=O)C(C)S1 (stereo not given)	2.8	2.7	-2.5	-0.1	10.9	2.3	-15.1	2.9	9.4
Cc1ccc2nc(-c3ccccc3)cc(C(=O)N3CCN(S(=O)(=O)c4c(C)noc4C)CC3)c2c1	29.8	2.5	-0.5	0.3	13.8	-4.5	-17.9	18.1	25.5
O=C(O)c1cnn2c(C(F)F)cc(C(F)F)nc12	3.9	-0.9	1.2	2.4	1.0	-1.0	13.5	-0.1	13.8
COCCN1C(=O)C(=O)/C(=C(/O)c2ccc(S(=O)(=O)N3CCOCC3)cc2)C1c1cccc(OC)c1 (stereo not given)	7.7	-1.1	-1.9	0.7	8.4	-1.7	-13.9	-4.1	4.0
CCc1cc(CNC(=O)C2CCC(=O)N(CCc3cccc(F)c3)C2)on1 (stereo not given)	9.8	-2.2	5.0	0.8	16.9	-1.1	0.5	14.8	-4.0
CN(C)C(=N)c1n[nH]nc1SCc1ccc(Cl)c(Cl)c1	2.3	-0.2	-1.3	-1.1	3.9	-0.6	1.7	7.1	-12.9
COc1cc(NC(=S)NC(=O)c2ccco2)ccc1NC(=O)C(C)C	8.5	1.9	-2.2	2.8	17.2	-1.6	23.2	13.8	7.3
O=C(NCC1CCCO1)c1cccc(S(=O)(=O)N2CCOCC2)c1 (stereo not given)	15.2	3.3	-0.2	-0.3	3.9	-2.3	26.6	9.1	9.7
CCc1cccc(NC(=O)CCc2nc(-c3cccs3)no2)c1	12.1	-13.8	0.5	-1.6	6.2	-1.7	15.6	-24.5	-0.6
COc1ccc(CCNc2cc(N3CCN(C(=O)c4ccccc4OC)CC3)ccc2[N+](=O)[O-])cc1OC	19.3	-2.5	-4.8	55.3*	9.1	-5.3	-34.2	-7.1	2.5
CCCc1cc(=O)oc2cc(OCc3ccc(C(=O)O)cc3)ccc12	-47.0	-0.1	-1.0	1.1	11.6	2.6	1.5	29.3	19.8
COc1ccc(S(=O)(=O)Nc2ccncc2)c(C)c1C	3.8	1.2	0.7	0.2	-0.6	0.4	4.8	-11.9	14.9
CCOC(=O)N1CCN(C(=O)C2c3cc(OC)c(OC)cc3C(=O)N3CCc4ccccc4C23)CC1 (stereo not given)	-5.5	-2.9	-2.5	-0.1	8.5	1.0	-11.4	-4.3	9.5
Cc1cc(C)n2nc(C(=O)OCC(=O)Nc3ccc4c(c3)OCCO4)nc2n1	11.7	-0.4	-0.7	0.1	5.9	0.4	1.2	-3.0	9.4
